# Assay outcomes as filed in PubChem.
# HttQ103 aggreg: mutant huntingtin aggregation inhibition; PC12 HttQ103-GFP aggregates, Acumen cytometry, 40 h; Potency, µM (doses to about 46.1 µM), inactives show top-dose activity change, negative = inhibition, most hits filed as inhibitors; 220,000 tested, 1.1% active; AID 1688; note: potency is the fitted concentration of half-maximal effect; % is set by controls: 0 for no effect and ±100 for the full control effect; nearly all actives have a fitted effect of over 60% in size
#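 Quantitative HTS on tebufenozide-induced (100 nM) PC12 cells stably expressing polyQ103 Huntingtin exon 1–GFP. Reduction of bright GFP aggregates, detected by laser scanning cytometry after lysis, identified actives across the titration.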
# SMN2 splice enh: increases expression of the SMN2 splice variant | 210,000 tested, 2.8% active | HEK293 SMN2-luciferase splicing reporter, luminescence, 30-36 h | AID 1458 | Potency, µM (series often up to 46.1 µM), for the others: at the highest dose activity change, positive = activation, actives largely listed as activators; note: potency is the fitted concentration of half-maximal effect; % of control where 0% means no effect; nearly all actives have a fitted effect of over 55% in size
#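 HEK293 cells carry an SMN2 […]–luciferase reporter in which exon 7 inclusion puts luciferase in frame. Cells were plated 10-12 h before compound addition, then incubated 30-36 h at 37C. ONE-Glo luminescence was read; sodium butyrate at 4.5 mM final served as control.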
# IMPase Li inh: IMPase inhibition in cells with lithium potentiation; CHO-M1 cells, IP1 TR-FRET (IP-One), carbachol + lithium; Potency, µM (highest dose often 59.4 µM), inactives show at the highest dose activity, negative = IMPase inhibition, actives largely listed as inhibitors; 210,000 tested, 0.35% active;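 note: IP1 builds up when IMPase is blocked and the TR-FRET signal falls; potency is the fitted concentration of half-maximal effect; plate controls were basal vehicle for no effect and high inhibitor control for full effect; nearly all actives have a fitted effect of over 50% in size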
#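 Concentration–response in CHO-M1 cells, lithium-potentiated; 30 min at 37C. IP1 detected by competitive TR-FRET after 10 min lysis at RT. Hill-fitted AC50.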
# Lamin A splicing: changes lamin A minigene splicing in HeLa cells. Potency, µM (top dose mostly 46.1 µM), inactives show top-dose ratio change, negative = inhibition, usual class: inhibitors. 200,000 tested, 0.01% active. HeLa LMNA splicing GFP/RFP minigene ratio, 48 h. AID 1487; active = well fitted inhibition curve with a large enough effect in the signal ratio, with a control signal flat, not every such curve was filed as active; inconclusive = small, poorly fitted or top-dose-only effect, or effect the other way, or a change in a side signal; the % refers to the signal ratio; note: potency is the fitted concentration of half-maximal effect; % is set by controls: 0 for no effect and ±100 for the full control effect
#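 Read-out is the ratio of GFP to DsRed2 object intensity, acquired by 488 nm laser-scanning cytometry on HeLa lamin A-EGFP minigene reporter cells. Compound incubation 48 hrs at 37 °C in Opti-MEM with 2% FBS; DMSO 0.5% final.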
# CBFb-RUNX1 inh: CBF-beta/RUNX1 interaction disruption; AlphaScreen CBFb-His/RUNX1-biotin binding, biochemical; 230,000 tested, under 10 active; Q01196+Q13951; Potency, µM (series often up to 59.8 µM), inactives show top-dose activity, negative = inhibition, most hits filed as inhibitors; note: % of control where 0% means no effect
# Target sequence (Q01196 whole entry, looked up): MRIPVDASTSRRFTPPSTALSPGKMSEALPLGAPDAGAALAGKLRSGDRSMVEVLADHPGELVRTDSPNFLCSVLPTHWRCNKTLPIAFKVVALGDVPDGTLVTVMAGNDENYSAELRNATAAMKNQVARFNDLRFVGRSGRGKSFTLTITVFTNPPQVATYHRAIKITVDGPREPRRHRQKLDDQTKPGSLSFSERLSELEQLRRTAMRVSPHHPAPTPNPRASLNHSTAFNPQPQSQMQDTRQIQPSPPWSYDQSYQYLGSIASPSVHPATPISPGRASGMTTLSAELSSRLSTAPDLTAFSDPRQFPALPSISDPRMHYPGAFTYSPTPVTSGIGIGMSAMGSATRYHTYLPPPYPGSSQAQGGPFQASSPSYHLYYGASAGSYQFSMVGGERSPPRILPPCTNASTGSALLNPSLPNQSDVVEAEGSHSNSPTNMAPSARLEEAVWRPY
# Target sequence (Q13951 whole entry, looked up): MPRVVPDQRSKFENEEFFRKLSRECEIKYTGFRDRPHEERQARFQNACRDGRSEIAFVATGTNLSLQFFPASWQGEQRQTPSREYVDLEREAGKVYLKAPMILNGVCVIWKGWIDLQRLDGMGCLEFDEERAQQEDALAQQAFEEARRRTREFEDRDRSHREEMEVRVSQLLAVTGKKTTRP
#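 His-tagged CBF-beta and biotinylated RUNX1 (30 nM each) were premixed 20 min at room temperature, exposed to compound for 15 min, then given nickel-chelate and streptavidin AlphaScreen beads (50 ng each). After 90 min, AlphaScreen signal was read.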
# Luc counter: counter-screen: inhibitors of Kinase-Glo firefly luciferase | Kinase-Glo luciferase, ATP luminescence, 8 min | Potency, µM (series often up to 38.3 µM), for inactives: at the highest dose activity change, negative = inhibition, hits mostly inhibitors | 200,000 tested, 0.28% active | AID 1379; note: potency is the fitted concentration of half-maximal effect; % is set by controls: 0 for no effect and ±100 for the full control effect; nearly all actives have a fitted effect of over 60% in size
#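 Kinase-Glo luciferase light output from ATP and luciferin was measured with 10 uM ATP, within the enzyme's linear range. Buffer: 50 mM imidazole pH 7.2, 50 mM KCl, 7 mM MgCl2, 0.01% Tween 20, 0.05% BSA; luminescence read after 8 min at ambient temperature.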
# HTT ATP protect: protects HTT-Q103 PC12 cells, measured by ATP. Potency, µM (series often up to 56.4 µM), inactives show cytoprotection (ATP increase), usual class: activators. AID 1471. 230,000 tested, 0.14% active. PC12 HTT-Q103 induced, cytoprotection, ATP luminescence, 40 h;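 note: potency is the fitted concentration of half-maximal effect; % of control where 0% means no effect; nearly all actives have a fitted effect of over 45% in size; toxic huntingtin expression switched on by the ecdysone agonist tebufenozide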
#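 PC12 cells with ecdysone-inducible HTT exon 1 Q103-GFP, induced with 100 nM tebufenozide and co-treated with library compounds in a dose series (1536-well, 1500 cells/well). Cytoprotection read as ATP content by ATPlite luminescence.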
# Starred values were filed as active, the others as inactive; ? = inconclusive; / = not tested or not shown; [ ] = another dose, or the depositor's remark. Unless noted, calls come from the whole dose curve; as a rule, active = well fitted curve in the direction sought with a large enough effect; inconclusive = small, poorly fitted or top-dose-only effect, or another doubt; inactive = no such curve, though single readings can be large; an effect the other way counts as inactive or inconclusive.
# Sample of the layout:
SMILES,HttQ103 aggreg,SMN2 splice enh,IMPase Li inh,Lamin A splicing,CBFb-RUNX1 inh,Luc counter,HTT ATP protect
COc1ccc(/C=C/c2nnc(NC(=O)COc3cccc(C)c3)s2)cc1,-4.9%,?,-5.2%,-1.0%,2.6%,2.5%,-14.9%[10 µM]
CCCC(NC(=O)c1ccco1)c1nc2ccccc2[nH]1 (stereo not given),-14.7%,-4.0%,-2.4%,-2.9%,8.4%,-2.7%,/
O=C(NC1CCCc2ccccc21)C1CCN(c2c3c(nc4ncnn24)CCC3)CC1 (stereo not given),-17.0%,-33.1%[inhibitor],15.9%[38.3 µM],1.9%,1.5%,-1.5%,5.4%

# All compounds of this part, from the first entry:
SMILES,HttQ103 aggreg,SMN2 splice enh,IMPase Li inh,Lamin A splicing,CBFb-RUNX1 inh,Luc counter,HTT ATP protect
COc1ccc(/C=C/c2nnc(NC(=O)COc3cccc(C)c3)s2)cc1,-4.9%,?,-5.2%,-1.0%,2.6%,2.5%,-14.9%[10 µM]
CCCC(NC(=O)c1ccco1)c1nc2ccccc2[nH]1 (stereo not given),-14.7%,-4.0%,-2.4%,-2.9%,8.4%,-2.7%,/
O=C(NC1CCCc2ccccc21)C1CCN(c2c3c(nc4ncnn24)CCC3)CC1 (stereo not given),-17.0%,-33.1%[inhibitor],15.9%[38.3 µM],1.9%,1.5%,-1.5%,5.4%
Clc1cccc(-c2cc3nc4c(c(N5CCN(c6cnccn6)CC5)n3n2)CCCC4)c1,11.5%,-59.6%[inhibitor],18.7%,-5.4%,-3.2%,-1.5%,14.5%[10 µM]
Cc1ccc(C)c(NC(=O)COC(=O)CC2c3ccccc3CCN2S(=O)(=O)c2ccc(F)cc2)c1 (stereo not given),16.5%,-6.3%,6.4%,?,-2.7%,2.6%,/
S=c1[nH]cnc2scc(-c3ccc(Br)cc3)c12,?,/,-5.9%,/,-6.3%,/,4.5%
CCn1c(=O)c2c(O)cc(=O)oc2c2ccccc21,-23.1%,-2.1%,-3.0%[38.3 µM],-3.1%,4.8%,-2.2%,-7.4%
COc1ccc(-n2c(C)c(C(C)=O)c(C(C)=O)c2C)cc1,-26.9%,-2.0%,10.8%[38.3 µM],-2.0%,-5.2%,-3.5%,-8.5%
CS(=O)(=O)N1CCC(C(=O)Nc2ccccc2)CC1,11.9%,14.9%,17.0%[38.3 µM],4.2%,5.3%,-3.0%,4.2%
CC1(C)O[C@@H]1COc1c2ccoc2cc2oc(=O)ccc12,-21.3%,-17.2%,11.7%,?,7.5%[2.36 µM],0.8%,/
COc1cc(C(=O)Nc2ccc(S(=O)(=O)Nc3onc(C)c3C)cc2)cc(OC)c1OC,-3.6%,6.0%,8.8%[38.3 µM],2.9%,6.3%,0.7%,-0.8%
COc1ccc(N2CSC3=C(C#N)C(c4cccc(OC)c4OC)CC(=O)N3C2)cc1 (stereo not given),11.1%,9.3%,-13.1%[38.3 µM],4.2%,-4.8%,-3.4%,-19.4%
CCOc1ccccc1NC1=CC(=O)CC(c2ccccc2)C1 (stereo not given),-4.8%,-1.1%,-6.2%[38.3 µM],?,1.5%,-0.5%,-41.4%[inhibitor]
COCCn1c(=O)c(-c2cc(F)cc(F)c2)nc2cnc(OC)nc21,/,-19.5%,-0.2%,/,/,0.2%,-49.0%[inhibitor]
CCOC(=O)CSc1nnc(N)s1,8.1%,-6.6%,-8.4%[38.3 µM],-3.6%,9.6%,6.0%,-11.4%[10 µM]
COc1ccc(Cl)cc1NC(=S)NCc1ccco1,-7.2%,16.3%,-1.9%[38.3 µM],-5.6%,-4.9%,-2.5%,-11.5%
CCOC(=O)N1CCN(CC(O)COc2c(OC)cccc2OC)CC1 (stereo not given),-1.1%,-7.0%,1.2%[38.3 µM],7.2%,-3.1%,0.4%,-16.5%
Cc1ccc(NC(=O)C2CC(=O)N(CCc3ccccc3)C2)c(C)c1 (stereo not given),-3.8%,6.3%,-4.1%,-2.8%[46 µM],12.4%,-1.1%,-4.9%
CCC(=O)Nc1cccc(NC(=O)CSc2nnc(-c3ccc(NS(C)(=O)=O)cc3)n2C)c1,15.8%,4.3%,2.4%[38.3 µM],1.6%,-4.1%,0.1%,3.4%[10 µM]
Cc1csc(C(=O)NN)c1N(C)C,-13.6%[9.22 µM],/,/,/,11.5%,/,-5.0%[10 µM]
O=C(NCc1ccc2c(c1)OCO2)C1CC(=O)N(c2ccc(O)cc2)C1 (stereo not given),15.2%,16.5%,31.1%[38.3 µM],-15.5%,8.1%,-1.2%,3.5%[0.074 µM]
NC1=NN=C(N2N=C(c3ccccc3)CC2(O)C(F)(F)F)n2ncnc2C1 (stereo not given),-17.8%[9.22 µM],4.9%,-0.1%,3.3%[46 µM],-9.3%,2.4%,3.6%[10 µM]
CCc1ccccc1NC(=O)c1ccc(F)c(S(=O)(=O)N2CCC(C(N)=O)CC2)c1,-18.1%,-13.0%,-5.6%[38.3 µM],11.7%,3.4%,1.7%,8.7%
OCCO,/,-16.9%,-7.7%,/,-24.4%[21.7 µM],/,-0.4%
CCc1noc(N)c1C(=O)Nc1ccc(F)c(Cl)c1,6.5%,-14.3%,-1.1%[38.3 µM],11.6%,10.1%,-1.0%,2.9%
CSCCNC(=O)c1ccc(OC2CCN(CCc3ccccc3)CC2)cc1,22.2%,/,/,/,7.0%,/,-7.7%
Cc1cccc(OCCOc2ccccc2C=C(C#N)C#N)c1,?,-6.7%[1.84 µM],6.6%,?,13.5%,-1.4%,-14.2%[10 µM]
COc1ccc(/C=C/C(=O)NCc2cccnc2)cc1,5.6%,-0.9%,11.4%,-6.3%,-5.5%,-0.4%,6.5%[10 µM]
CCOc1ccccc1C(=O)NC(C(=O)NCc1ccc(F)cc1)C(C)C (stereo not given),-1.7%,2.7%,1.5%,/,4.8%,1.7%,-32.1%
CC(C)C(C(=O)C=[N+]=[N-])N1C(=O)c2ccccc2C1=O (stereo not given),-2.4%,1.2%,-5.3%[38.3 µM],3.1%,-4.2%,-0.1%,6.7%[0.074 µM]
CCN(CC)CCN1C(=O)C(O)=C(C(=O)c2cc3cccc(OC)c3o2)C1c1cccs1 (stereo not given),-12.8%[9.22 µM],/,/,/,0.0%,/,1.5%[10 µM]
C/C(=N\NC(=O)CNc1cccc2ccccc12)c1ccc(Br)s1,-0.7%,-3.7%[1.84 µM],-4.1%,-13.8%,5.4%,-1.1%,33.2%[10 µM]
CCC(CC)C(=O)NN(C(=O)c1ccncc1)C1CC(=O)N(c2ccccc2)C1=O (stereo not given),19.2%[9.22 µM],/,/,/,6.3%,/,18.8%[10 µM]
CN1CCN(C(=S)c2ccc(-c3cccc(Cl)c3Cl)o2)CC1,-4.9%,/,1.9%,?,?,0.1%,/
COc1ccc(/C(CC2(O)C(=O)Nc3ccccc32)=N\O)cc1 (stereo not given),4.7%,-0.8%,13.2%[38.3 µM],-18.1%,?,3.8%,0.8%[10 µM]
Cc1cc(NC(=O)CSCC(=O)N(c2ccc(F)cc2)C(C(=O)NC2CCCCC2)c2ccc(O)c(O)c2)no1 (stereo not given),2.9%,17.9%,-2.6%,-16.3%,-2.2%,1.7%,-4.0%[10 µM]
O=C(COc1ccc2ccccc2c1)N1CCN(C(=O)c2ccco2)CC1,-0.8%,-17.2%,0.9%,22.3%[46 µM],1.8%,-1.1%,-19.9%
O=C(/C=C/c1ccccc1[N+](=O)[O-])Nc1cccnc1,-9.6%,14.1µM*,-0.9%,-17.2%,4.0%,-1.4%,3.4%[10 µM]
CC(=O)NCCc1nc2ccccc2n1Cc1cc(C)ccc1C,-17.7%[9.22 µM],/,/,/,7.2%,/,14.8%[10 µM]
CC(=O)c1ccc(OCC(O)CNCc2ccc3c(c2)OCO3)cc1 (stereo not given),15.5%[9.22 µM],/,/,/,3.1%,/,6.1%[10 µM]
Cc1cc(-c2nnc(-c3cccc(C(F)(F)F)c3)o2)no1,?,/,/,/,1.7%,/,-76.2%[inhibitor][10 µM]
COc1ccc([N+](=O)[O-])cc1NC(=O)Cc1ccccc1Cl,-11.6%,-13.2%,2.2%,4.1%,3.7%,1.7%,19.5%[10 µM]
CCOc1cc(N2CCOCC2)c(OCC)cc1NC(=O)CSc1cccc[n+]1[O-],1.1%,3.8%,15.7%[38.3 µM],-0.7%,?,3.7%,10.4%[10 µM]
CCC(C)NC(=O)Cn1cnc2sc(C)cc2c1=O (stereo not given),-18.1%,?,-20.9%[38.3 µM],4.6%,-5.6%,-5.9%,-6.4%
c1ccc(Oc2nc(Oc3ccccc3)nc(N3CCOCC3)n2)cc1,-18.0%,77.6%,39.1%[38.3 µM],8.9%,6.9%,-2.2%,-2.8%
CC(C)C(=O)Nc1ccc([N+](=O)[O-])cc1Br,8.1%,-0.7%,5.2%,7.1%,-1.6%,0.3%,-14.4%[10 µM]
O=S(=O)(Nc1nc2ccccc2s1)c1ccc(Br)s1,?,10.6%,26.4%[38.3 µM],-29.6%,5.6%,1.0%,-0.6%
CSc1nsc(SC)c1C(=O)NCCNS(=O)(=O)c1ccc(C)cc1,-4.0%,-10.1%,16.0%[38.3 µM],-7.7%,1.3%,-1.2%,2.6%[10 µM]
CCCN1C(=O)C(O)(C2COC(C)(C)CC2=O)c2ccccc21 (stereo not given),0.8%[9.22 µM],/,8.0%,17.5%[46 µM],6.7%,-0.9%,14.1%[10 µM]
COc1ccc(C)cc1NC(=O)Nc1cnccn1,4.5%[9.22 µM],-3.2%,0.9%,-5.3%[46 µM],3.3%,-0.3%,2.2%[10 µM]
COc1cc2c(c(OC)c1OC)-c1c(cc3c(c1OC)OCO3)C[C@H](C)[C@@](C)(O)C2,19.8%[9.22 µM],/,/,/,4.1%,/,6.7%[10 µM]
COc1ccc(S(=O)(=O)NN(C)C)cc1N(C)S(=O)(=O)c1ccc(Cl)cc1,-9.1%,8.4%,0.6%,-9.6%,3.6%,2.0%,9.6%[1.9 µM]
COc1ccc(/C=N/OCc2nc3c4c(ncn3n2)Oc2ccc3ccccc3c2C4c2ccccc2)cc1 (stereo not given),7.3%,-5.1%,20.2%[38.3 µM],4.0%,-2.3%,0.2%,-8.0%
O=C1NCCN/C1=C\C(=O)c1cccc(Br)c1,1.7%[9.22 µM],/,/,/,-2.3%,/,8.8%[10 µM]

# Hits appear at their usual frequency; overall some 4% were active at least once.
